Source: PubChem (National Center for Advancing Translational Sciences (NCATS))
D3 ag: D3 dopamine receptor (human) agonism | P35462 | D3R DiscoveRx beta-arrestin cells, luminescence, 90 min | max activation, % | 410,000 tested, 0.58% active | AID 652048; in the data active means max activation above about 30%; further: 0% is about no effect; mostly tested at two doses, the higher about 12 µM
Target sequence (P35462 whole entry, looked up): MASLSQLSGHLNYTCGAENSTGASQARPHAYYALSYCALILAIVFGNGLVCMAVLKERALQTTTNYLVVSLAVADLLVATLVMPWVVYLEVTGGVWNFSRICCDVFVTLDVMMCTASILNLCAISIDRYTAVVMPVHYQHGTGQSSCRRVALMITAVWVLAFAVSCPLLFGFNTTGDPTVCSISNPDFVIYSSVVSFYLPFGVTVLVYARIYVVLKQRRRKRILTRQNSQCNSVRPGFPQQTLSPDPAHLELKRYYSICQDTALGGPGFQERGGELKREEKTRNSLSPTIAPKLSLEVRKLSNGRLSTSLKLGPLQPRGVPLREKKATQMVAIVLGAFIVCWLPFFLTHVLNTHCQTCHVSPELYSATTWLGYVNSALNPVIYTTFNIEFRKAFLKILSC
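Cells at 1500/well, incubated overnight, then treated with pinned compounds (dopamine as control) for 90 min at 37 degrees C. DiscoveRx reagent added for 30 - 60 minutes at room temperature; luminescence read.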
DRD3 antagonist: blocks the human D3 dopamine receptor | AID 652054 | D3R cells, DiscoveRx beta-arrestin luminescence, antagonist mode; hits give low values | 360,000 tested, 2.5% active | max response, negative = inhibition, % | P35462; in the data active means max response below about -50%; inconclusive means no clear call, values can overlap the other calls; further: on the % scale 0 is the no-effect control and ±100 the full control effect; mostly tested at two doses, the higher about 12 µM
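Cells plated overnight at 1500 cells/well, then exposed to library compounds with dopamine controls for 90 minutes at 37 degrees C. DiscoveRx reagent added for 30–60 minutes at room temperature; luminescence read, quantitative HTS format.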
aSyn rescue: rescues yeast growth from alpha-synuclein toxicity; Potency, µM (titrated, usually from 46.1 µM), without a hit: top-dose growth rescue (activation), hits mostly activators; 370,000 tested, 0.14% active; Yeast expressing alpha-synuclein, growth rescue, BacTiter-Glo, 24 h; AID 652106; further: potency means the concentration at half of the fitted maximal effect; % of control where 0% means no effect; nearly all actives have a fitted effect of over 65% in size
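Readout is rescue of growth in alpha-synuclein-expressing yeast, so inhibitors of toxicity appear as activators. Growth after 24 hr at 30 deg C in galactose medium is quantified by luminescence.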
EPAC2 antag: EPAC2 (human) antagonism; 360,000 tested, 0.18% active; EPAC2 GEF exchange of Rap1B-BODIPY-GDP, fluorescence; Potency, µM (series often up to 114 µM), without a hit: at the top dose activity, negative = inhibition, usual class: inhibitors; further: potency means the concentration at half of the fitted maximal effect; on the % scale 0 is the no-effect control and ±100 the full control effect; nearly all actives have a fitted effect of over 45% in size; many of its hits are not listed in these tables
EPAC2 agonist: activates human EPAC2 exchange factor. Q8WZA2. EPAC2 activation, biochemical qHTS; response scale: 100% = 6.5 mM cAMP response. Potency, µM (series often up to 154 µM), for the others: top-dose activation, most hits filed as activators. 360,000 tested, 0.079% active. AID 720711; further: potency means the concentration at half of the fitted maximal effect; nearly all actives have a fitted effect of over 50% in size
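Guanine nucleotide exchange by EPAC2 is measured as reduced fluorescence of BODIPY-GDP once it is released from 250 nM Rap1B. Plates are read kinetically for 30 min at room temperature; results are scaled to 6.5 mM cAMP.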
TDP43 rescue: rescues yeast growth from TDP-43 toxicity | Potency, µM (series often up to 46.1 µM), for inactives: at the top dose growth rescue (activation), most hits filed as activators | TDP-43 expressing yeast growth rescue, BacTiter-Glo, 24 h | 410,000 tested, 1.8% active; further: potency means the concentration at half of the fitted maximal effect; % of control where 0% means no effect; nearly all actives have a fitted effect of over 50% in size
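Galactose-induced TDP-43 yeast, OD600=0.02, compound pinned; 24 hr, 30 deg C; BacTiter-Glo luminescence for growth. Inhibitors of TDP-43 toxicity read as activators.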
Abeta rescue: A-beta toxicity reversal in yeast; Potency, µM (titrated, usually from 46.1 µM), without a hit: at the highest dose growth rescue, usual class: activators; 410,000 tested, 0.063% active; AID 1347071; yeast expressing A-beta42, growth rescue, OD600, 48 h; response scale: 0% DMSO, 100% iron-clioquinol control; further: potency means the concentration at half of the fitted maximal effect; nearly all actives have a fitted effect of over 55% in size
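Growth rescue measured by 600 nm absorbance after 48 h yeast culture at 30 C with compound. Values normalized between DMSO and an equimolar ferric chloride plus clioquinol control.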
FUS suppressor: FUS proteinopathy suppression in yeast | 390,000 tested, 0.24% active | S. cerevisiae FUS-expressing, growth rescue, OD600, 24 h | Potency, µM (doses to about 76.6 µM), without a hit: top-dose growth rescue (activation), most hits filed as activators;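 further: potency means the concentration at half of the fitted maximal effect; plate controls were DMSO vehicle for no effect and reference control for full effect; nearly all actives have a fitted effect of over 55% in size; some results filed as inactive show a strong effect at the top dose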
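FUS-expressing yeast, raffinose-pregrown, induced in 2% galactose minimal medium at OD 0.005; compounds in a dilution series, 24hr at 30C. Growth restoration read as absorbance at 600 nm. CP55940 positive control, DMSO negative.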
An asterisk follows results filed as active; ? = inconclusive; / = not tested or not shown; & = joins results of further samples; [ ] = another dose, or the depositor's remark. Unless noted, the call rests on the fitted dose curve; in most records, active means well fitted curve in the direction sought with a large enough effect; inconclusive means small, poorly fitted or top-dose-only effect, or another doubt; inactive means no such curve, though single readings can be large; an effect the other way counts as inactive or inconclusive. These rows are one share of the data. The share of hits here may be higher or lower than overall.

SMILES	D3 ag	DRD3 antagonist	aSyn rescue	EPAC2 antag	EPAC2 agonist	TDP43 rescue	Abeta rescue	FUS suppressor
CC(=O)NCCc1nc2ccccc2n1CCOc1ccccc1	3	5	4%	-3%	5%	3%	-1%	6%
CC(C)CC(=O)NC(=S)Nc1ccccc1C(=O)Nc1ccccc1	-10	-9	-4%	3%	-11%	-3%	12%	-10%
Cc1cc([N+](=O)[O-])ccc1NC(=O)c1cc2ccccc2o1	0	-20	-2%	3%	16%	16%	-2%	24%
CCOC(=O)CC1C(=O)NCCN1S(=O)(=O)c1ccc(Cl)cc1 (stereo not given)	3	5	2%	-3%	-5%	10%	10%	-10%
Nc1c2c(nc3ccc(Br)cc13)N(Cc1ccccc1)CC2	-3	-59*	-2%	-10%	20%	1%	-8%	-15%
COc1ccc(N2CCN(C(=O)CCC(=O)c3cc(C)sc3C)CC2)cc1	15	-2	3%	4%	6%	-10%[0.397 µM]	10%	23%
O=C(CSc1cn(CCNC(=O)c2cccs2)c2ccccc12)NCC1CCCO1 (stereo not given)	-1	3	-3%	-5%	12%	-5%	-7%	18%
CC(=O)Nc1cc(-c2ccccc2F)cn2c(-c3cccc(C(F)(F)F)c3)cnc12	-4	-2	0%	-13%	-10%	32µM*	-3%	?
CCC(=O)Nc1nnc(/C=C/c2ccc(OC)cc2)s1	-6	-19	-5%	-9%	10%	-15%	-3%	41%
COc1cccc(-c2nc(N3CCN(Cc4ccccc4)CC3)c3ccccc3n2)c1O	2	17	-2%	-1%	17%	7%	-12%	11%
O=C(CO/N=C/c1ccccc1OC(F)F)NC1CCCCC1	0	18	6%	-9%	5%	-2%	5%	17%
Cc1ccccc1NC(=S)NCc1ccccc1	0	1	-3%	27%	10%	27%	10%	24%
COc1ccc(N(C(C)=O)S(=O)(=O)c2cc(OC)ccc2OC)cc1	1	12	8%	7%	4%	6%	0%	25%
COc1cc(C(=O)N/N=C(\C)c2ccccn2)cc(OC)c1OC	-5	-9	-3%	3%	8%	10%	16%	16%
O=C(NCC1CCCO1)C(=O)N/N=C/c1cccc(Cl)c1 (stereo not given)	1	13	2%	11%	1%	13%	6%	13%
CCS(=O)(=O)Nc1ccc(C2=NN(S(=O)(=O)c3ccc(F)cc3)C(c3ccco3)C2)cc1 (stereo not given)	-12	-12	-1%	-4%	29%	0%	-3%	?
O=C(N/N=C/c1ccco1)Nc1ccccc1	-3	11	4%	0%	4%	28%	4%	12%
CCOc1cc2[nH]c(=S)n(Cc3ccc(C(=O)NCCN(CC)CC)cc3)c(=O)c2cc1OCC	-3	-16	5%	3%	9%	-8%	-7%	14%
COc1cccc(OCc2cc(/C=N/NC(=O)c3nc(Cl)c(Cl)c(N)c3Cl)ccc2OC)c1	6	15	5%	-4%	-6%	18%	0%	31%
Cc1csc(N/N=C/c2c(F)cccc2Cl)n1	4	6	-18%	11%	8%	28µM*	-9%	10%
CCOC(=O)CN1C(=O)/C(=C/c2cccc(Br)c2)Oc2ccccc21	3	26	-5%	-4%	3%	-7%	-14%	-18%
N#CCc1ccc(OC(=O)c2cccnc2Cl)cc1	-9	-27	1%	4%	11%	-4%	-6%	18%
Cc1cccc(NC(=O)c2cccc(N3C(=O)CCC3=O)c2)c1	1	-5	-1%	6%	13%	-7%	17%	9%
CN(Cc1ccsc1)C(=O)Cn1cc(Br)ccc1=O	-2	-7	-2%	-3%	5%	-20%	-5%	14%

Sorted by count of non-hydrogen atoms (ascending): some entries from above.
SMILES	D3 ag	DRD3 antagonist	aSyn rescue	EPAC2 antag	EPAC2 agonist	TDP43 rescue	Abeta rescue	FUS suppressor
O=C(N/N=C/c1ccco1)Nc1ccccc1	-3	11	4%	0%	4%	28%	4%	12%
Cc1ccccc1NC(=S)NCc1ccccc1	0	1	-3%	27%	10%	27%	10%	24%
CN(Cc1ccsc1)C(=O)Cn1cc(Br)ccc1=O	-2	-7	-2%	-3%	5%	-20%	-5%	14%
CCC(=O)Nc1nnc(/C=C/c2ccc(OC)cc2)s1	-6	-19	-5%	-9%	10%	-15%	-3%	41%
O=C(NCC1CCCO1)C(=O)N/N=C/c1cccc(Cl)c1 (stereo not given)	1	13	2%	11%	1%	13%	6%	13%
Nc1c2c(nc3ccc(Br)cc13)N(Cc1ccccc1)CC2	-3	-59*	-2%	-10%	20%	1%	-8%	-15%
O=C(CO/N=C/c1ccccc1OC(F)F)NC1CCCCC1	0	18	6%	-9%	5%	-2%	5%	17%
COc1cc(C(=O)N/N=C(\C)c2ccccn2)cc(OC)c1OC	-5	-9	-3%	3%	8%	10%	16%	16%
COc1ccc(N(C(C)=O)S(=O)(=O)c2cc(OC)ccc2OC)cc1	1	12	8%	7%	4%	6%	0%	25%
COc1ccc(N2CCN(C(=O)CCC(=O)c3cc(C)sc3C)CC2)cc1	15	-2	3%	4%	6%	-10%[0.397 µM]	10%	23%
O=C(CSc1cn(CCNC(=O)c2cccs2)c2ccccc12)NCC1CCCO1 (stereo not given)	-1	3	-3%	-5%	12%	-5%	-7%	18%
COc1cccc(-c2nc(N3CCN(Cc4ccccc4)CC3)c3ccccc3n2)c1O	2	17	-2%	-1%	17%	7%	-12%	11%
COc1cccc(OCc2cc(/C=N/NC(=O)c3nc(Cl)c(Cl)c(N)c3Cl)ccc2OC)c1	6	15	5%	-4%	-6%	18%	0%	31%
CCOc1cc2[nH]c(=S)n(Cc3ccc(C(=O)NCCN(CC)CC)cc3)c(=O)c2cc1OCC	-3	-16	5%	3%	9%	-8%	-7%	14%

New compounds follow.
SMILES	D3 ag	DRD3 antagonist	aSyn rescue	EPAC2 antag	EPAC2 agonist	TDP43 rescue	Abeta rescue	FUS suppressor
COC(=O)c1nn(-c2ccccc2)c(Cl)c1/C=N/OCc1ccc(C)cc1	6	5	8%	-1%	6%	10%	30%	5%
CC(=O)c1c(N2CCN(Cc3ccccc3)CC2)[nH]c(-c2ccccc2)nc1=S	-2	-18	/	-4%	2%	?	20%	27%
CC(=O)N1CCN(c2ccc(NC(=O)c3ccc(Br)o3)cc2Cl)CC1	1	0	-4%	3%	2%	1%	-12%	35%
COc1ccc(/C=C(\NC(=O)c2ccc(C)cc2)C(=O)Nc2ccc(C(=O)O)cc2)cc1	10	16	1%	-9%	-1%	8%	-9%	7%
CCOC(=O)c1c(-c2ccc(C)cc2)csc1NC(=O)c1cc(=O)c2cc(Cl)ccc2o1	-6	/	/	/	/	1%	-9%	-17%
Cc1ccc2nsnc2c1NC(=O)Cc1ccc(Cl)cc1	-7	12	1%	12%	9%	2%	11%	-14%
O=C(Cn1nnc2ccccc21)Nc1ccc(Cl)cn1	6	0	-6%	7%	7%	-10%	-5%	-8%
O=C(Cc1ccc(Cl)c(Cl)c1)Nc1cccc(S(=O)(=O)N2CCOCC2)c1	-4	-3	-2%	-11%	7%	4%	22%	36%
COc1cc(CNCCCO)ccc1OCC(=O)NC(C)(C)C	3	3	1%	8%	4%	-9%	9%	-10%
CCOC(=O)c1ccc(-n2cnc(-c3ccc([N+](=O)[O-])cc3)c2)cc1	10	6	-13%	-6%	10%	29%	-20%	-2%
NC(=O)N/N=C/c1sc(=O)n(-c2ccccc2)c1Cl	2	-10	-4%	6%	1%	15%	-2%	19%
Cc1ccc(-n2c3c(c(=O)[nH]c2=O)C(NS(=O)(=O)c2ccc(C)cc2)(C(F)(F)F)C(=O)N3)cc1 (stereo not given)	-8&4	25	0%	5%	7%	-1%&-13%	-17%&-8%	5%&-10%
Clc1ccc(CN2CCN(c3ncccn3)CC2)c(Cl)c1	8	10	1%	-29%	4%	2%	-4%	-15%
O=C(Nc1ccc(NC(=O)c2ccccc2O)cc1)Nc1ccc(F)cc1F	-9	-9	-1%	16%	10%	-2%	-3%	-4%
CCN(CC)C(=O)C1=C(C)N(CCCN2CCCC2=O)C(=O)C(CC(=O)NCCc2ccccn2)C1 (stereo not given)	5	2	-8%	-1%	-6%	20%	0%	4%
Cc1ccc2cccc(NC(=O)c3ccc(C#N)cc3F)c2n1	-3	/	/	/	/	-8%	-23%	3%
COc1ccc(NC(=O)CN(C)CC(=O)Nc2ccc(N3CCOCC3)cc2)c([N+](=O)[O-])c1	9	1	-12%	-1%	3%	-10%[9.22 µM]	-16%	17%
COc1ccc(-n2c(-c3ccc(Br)cc3)c[n+]3c2CCc2ccccc2-3)cc1	-13	-17	4%	2%	11%	18%	12%	6%
CC(C)CCNC(=O)NC(=O)COC(=O)C1=COCCO1	0	12	2%	19%	4%	-3%	-20%	-12%
COCCN(CCOC)S(=O)(=O)c1ccc(C(=O)Nc2sc3c(c2C(N)=O)CCCC3)cc1	7	/	/	/	/	19%	-1%	-10%
C=CCSc1nc2sc(C)c(C)c2c(=O)[nH]1	-5	9	-3%	-2%	13%	0%	1%	-7%
CCOc1ccc(N(CC(=O)Nc2ccc3c(c2)OCO3)S(=O)(=O)c2ccccc2)cc1	-13	/	/	/	/	-11%	-7%	10%
Cc1cn([C@H]2C[C@H](O)[C@@H](/C=C/C(=O)N3CCN(Cc4ccc(F)cc4)CC3)O2)c(=O)[nH]c1=O	4	32	1%	-2%	14%	27%	-4%	-7%
O=c1ccn2c(n1)SC(c1ccccc1)C2 (stereo not given)	1	19	-5%	-1%	11%	19%	7%	-10%
COc1ccc(CC(=O)Nc2ccc(NC(=O)c3ccccc3F)cc2)cc1	-3	-12	-2%	2%	1%	0%	-8%	0%
Cc1nc(SCC(=O)N2CCCC2=O)c2c(C)c(C)sc2n1	1	26	?	-5%	-6%	?	-4%	-45%
CCCCCc1ccnc(CC(=O)c2ccc(OC)cc2)c1	-27	-28	11%	11%	9%	-7%	-6%	2%
O=c1c2sccc2nc(SCc2cc(=O)n3cc(Br)ccc3n2)n1Cc1ccccn1	6	11	3%	?	1%	7%[9.22 µM]	6%	8%
